NCI-60 one-dose screen, 48 h, at 10 µM unless noted. Numbers give growth in % (100 = growth as untreated, 0 = no growth, -100 = all killed).
MALME-3M = MALME-3M melanoma | actives 5.8% (n = 78,000) | AID 1794766
SK-MEL-2 = SK-MEL-2 melanoma; actives 4.7% (n = 77,000)
HS 578T = HS 578T breast cancer; actives 4.1% (n = 78,000)
UACC-257 = UACC-257 melanoma; actives 4.4% (n = 78,000)
SK-MEL-28 = SK-MEL-28 melanoma; actives 4.1% (n = 81,000); AID 1794761
UACC-62 = UACC-62 melanoma; actives 5.4% (n = 81,000)
SK-MEL-5 = SK-MEL-5 melanoma; actives 6.4% (n = 80,000); AID 1794755
LOX IMVI = LOX IMVI melanoma | actives 7.4% (n = 79,000)
An asterisk follows results filed as active; x = not tested or not shown. Rule for the calls: active = growth percent below 10; inactive = the rest.

SMILES | MALME-3M | SK-MEL-2 | HS 578T | UACC-257 | SK-MEL-28 | UACC-62 | SK-MEL-5 | LOX IMVI
O=c1nc(Nc2nc3ccccc3s2)[nH]c(=O)c2ccccc12 | 100 | 110 | 109 | 107 | 110 | 99 | 100 | 96
CCCS(=O)(=O)Oc1ccc(-c2ccc3occc3c2)cc1 | 100 | 106 | 109 | 99 | 94 | 83 | 96 | 98
C/C=C/C=C1/OC(C)=C(C(C)=O)C1=O | 98 | 104 | 103 | 107 | 116 | 89 | 103 | 97
c1ccc2c(c1)ncc1cccn12 | 130 | 126 | 99 | x | 100 | 104 | 97 | 93
O=c1[nH]c(F)nc2c1ncn2C1OC(CO)C(O)C1O (configuration not stated) | x | 120 | 96 | 93 | 109 | x | 97 | 103
NC(Cc1cccs1)C(=O)O (configuration not stated) | 100 | 104 | 102 | 122 | 119 | 102 | 113 | 100
c1ccc2c(Nc3ccc(C4=NCCN4)cc3)nnc(Nc3ccc(C4=NCCN4)cc3)c2c1 | 97 | 101 | 93 | 97 | 104 | 100 | 97 | 96
Nc1ccc(NCc2c(-c3ccccc3)no[n+]2[O-])cc1 | 102 | 101 | 109 | 96 | 112 | 89 | 99 | 100
c1cnc2[nH]cc(-c3csc(-c4cn(CCCN5CCCCC5)c5ccccc45)n3)c2c1 | -55* | 94 | 73 | 92 | -68* | x | -80* | -68*
CCOC(=O)c1nc(Nc2ccc(NC(=O)Nc3cccc(F)c3)cc2)c2ccccc2n1 | 104 | 106 | 103 | 103 | 103 | 101 | 101 | 95
COC(=O)c1nnn(-c2nonc2N)c1-c1ccc2c(c1)OCO2 | 99 | 108 | 102 | 113 | 113 | 112 | x | 98
CC1=NN(C(=O)c2nn(-c3ccc(Cl)cc3)cc2O)C(=O)C1 | x | 60 | 32 | 75 | 72 | 41 | 65 | 41
COc1ccc(N2N=C(c3ccc4c(c3)OCO4)CC2c2cccc(NC(=O)CCCNS(=O)(=O)c3ccc(F)cc3)c2)cc1 (configuration not stated) | 78 | 74 | 67 | 76 | 75 | 66 | 48 | 66
O=C(O)CN1C(=O)/C(=C/c2cc3cc4c(cc3nc2Cl)OCO4)SC1=S | 110 | 116 | 96 | 107 | 121 | 95 | 110 | 95
O=C1CCCCN1 | 109 | 104 | 106 | 98 | 102 | 98 | 102 | 95
O=C(/C=C/c1cn(-c2ccccc2)nc1-c1ccc(F)cc1)OCc1cn(-c2cccc([N+](=O)[O-])c2)nn1 | 96 | 90 | 98 | 55 | 111 | 83 | 103 | 88
O=C1CC(=O)N2CSCN(C(c3ccccc3)c3nc4ncncc4[nH]3)C2=N1 (configuration not stated) | 81 | 97 | 107 | 108 | 117 | 97 | 105 | 108
O=C1CCCC/C1=C\c1c(-c2ccc(Cl)cc2)nn(-c2ccccc2)c1C(F)(F)F | 116 | 103 | 88 | 107 | 115 | 87 | 97 | 90
Cc1ccc(C)c2c1CCC2C(C)C (configuration not stated) | 101 | 110 | 100 | 90 | 103 | x | 98 | 96
CCCCC/C=C\C/C=C/CCCCCCCC1=NC(CC)(CO)CO1 (configuration not stated) | 96 | 99 | 93 | x | 103 | 92 | 101 | 97
CC(=O)OCC1SC(OC(C)=O)C(NC(=O)/C=C/CCl)C(OC(C)=O)C1OC(C)=O (configuration not stated) | 100 | 80 | 94 | 83 | 112 | 98 | 88 | 93
CCCCCCCC/C=C\CCCCCCCCOc1ccc(CC(=O)NCC[N+]2(C)CCOCC2)cc1 | 81 | 112 | 73 | 97 | 94 | 58 | 99 | 84
COc1cc(C=NCCN=Cc2cc(OC)c(OC)c(OC)c2)cc(OC)c1OC | 108 | 101 | 110 | 103 | 115 | 107 | 99 | 104
c1ccc(-c2nnc(-c3ccccc3)nn2)cc1 | 140 | 104 | 101 | 108 | 119 | 103 | 105 | 94
Cc1cccc(Cc2ccccc2C(=O)c2ccc3ccccc3c2)c1 | 89 | 107 | 111 | 96 | 100 | 85 | 97 | 98

Just LOX IMVI and SK-MEL-5, for some of the entries so far:
Structure | LOX IMVI | SK-MEL-5
c1ccc2c(c1)ncc1cccn12 | 93 | 97
O=c1[nH]c(F)nc2c1ncn2C1OC(CO)C(O)C1O (configuration not stated) | 103 | 97

3 entries picked at random from those above:
SMILES | MALME-3M | SK-MEL-2 | HS 578T | UACC-257 | SK-MEL-28 | UACC-62 | SK-MEL-5 | LOX IMVI
CC1=NN(C(=O)c2nn(-c3ccc(Cl)cc3)cc2O)C(=O)C1 | x | 60 | 32 | 75 | 72 | 41 | 65 | 41
O=c1[nH]c(F)nc2c1ncn2C1OC(CO)C(O)C1O (configuration not stated) | x | 120 | 96 | 93 | 109 | x | 97 | 103
O=C(/C=C/c1cn(-c2ccccc2)nc1-c1ccc(F)cc1)OCc1cn(-c2cccc([N+](=O)[O-])c2)nn1 | 96 | 90 | 98 | 55 | 111 | 83 | 103 | 88

Other structures follow.
SMILES | MALME-3M | SK-MEL-2 | HS 578T | UACC-257 | SK-MEL-28 | UACC-62 | SK-MEL-5 | LOX IMVI
CCOC(=O)c1c[nH]c2ccccc2c1=O | 123 | 99 | 118 | 98 | 107 | 95 | 103 | 107
O=C(CSc1nnc(-c2cccnc2SCc2ccccc2)o1)Nc1nc(Cl)cc(Cl)n1 | 94 | 102 | 97 | 113 | 113 | 101 | 101 | 95
COc1cc(N)c2ncccc2c1 | 121 | 96 | 112 | 108 | 121 | 113 | 113 | 101
COC(=O)C1(C)CCC[C@]2(C)[C@H]3C[C@@H]4[C@H]5[C@@H]6CC/C(=N\N=CCc7ccco7)[C@H]5[C@@]3(CC[C@@H]12)CC4(C(C)C)O6 (some centres not stated) | 94 | 94 | 107 | 93 | 98 | 67 | 97 | 97
C=CC(=O)N1CC=C(c2cc3c(N[C@H](C)c4ccccc4)ncnc3[nH]2)CC1 | 104 | 106 | 40 | 102 | 104 | 86 | 95 | 56
N=c1sc(Cc2cccc(Cl)c2)cn1CC(=O)c1ccc(Br)cc1 | 96 | 96 | 89 | 92 | 101 | 40 | 95 | 49
CN1C(=O)NC(c2ccc(Cl)cc2)(c2ccc(Cl)cc2)C1=O | 108 | 81 | 90 | 118 | 102 | 84 | 99 | 96
CCOC(=O)NC(C)C | 104 | 114 | 111 | 95 | 119 | 105 | 103 | 102
CCCCN(CCCC)CCCCCCCN(CCCC)CCCC | 96 | 97 | 104 | 97 | 95 | 96 | 96 | 88
O=C(Nc1cccc([N+](=O)[O-])c1)c1ccc2ccccc2c1O | 21 | 44 | 70 | 15 | 93 | 20 | 19 | 63
COc1ccc(C(=O)CSc2nccc(Nc3ccc(S(=O)(=O)Nc4nccc(C)n4)cc3)n2)cc1 | 113 | 106 | 105 | 97 | 115 | 104 | 99 | 99
CC(=O)OCC1CCCC(C)C1COC(C)=O (configuration not stated) | 101 | 105 | 99 | 87 | 106 | 101 | 104 | 98
Brc1ccc(C2=Nn3c(Cc4ccccc4)nnc3SC2)cc1 | 90 | 101 | 91 | 105 | 106 | 80 | 98 | 103
Cn1ccc2cc(NC(=O)Cn3cc(-c4ccccc4)nn3)ccc21 | 114 | 104 | 103 | 113 | 107 | 92 | 108 | 99
O=c1c2cc(F)ccc2sc2c(Nc3ccccn3)nc3ccccc3c12 | 94 | 108 | 78 | 96 | 105 | 83 | 96 | 91
Cc1cc(=O)[nH]n1-c1ccc(Cl)cc1N | 100 | 104 | 110 | 109 | 112 | x | 107 | 92
CCN1CCN(Cc2cn(CC(=O)Nc3ccc4c(ccn4C)c3)nn2)CC1 | 106 | 136 | 103 | 119 | 110 | 95 | 110 | 101
CCN1C(=S)N(CC)C2C1N=C(SC)N2/N=C/C=C/c1ccccc1 (configuration not stated) | 91 | 110 | 96 | 97 | 103 | 72 | 73 | 96
C[n+]1ccccc1/C=C\c1c[nH]c2ccccc12 | 91 | 109 | 85 | 94 | 112 | 98 | 88 | 102
O=C1OC(c2ccccc2)C(O)=C1c1ccccc1 (configuration not stated) | 116 | 117 | 110 | 95 | 120 | 104 | x | 113
CCC1(C)CCC(C)(CC)c2c1cc([N+](=O)[O-])c(C)c2[N+](=O)[O-] (configuration not stated) | 104 | 99 | 97 | x | 103 | x | 98 | 91
CCCc1n(Cc2ccc3ccccc3n2)cc[n+]1Cc1ccc2ccccc2c1 | -27* | x | 24 | -9.4* | 9.9* | -47* | -92* | -64*
OC1(Cc2ccccc2)CCN(c2ccc3nnc(Cl)n3n2)CC1 | 108 | 102 | 95 | 102 | 101 | 90 | 96 | 99
c1ccc([P+](c2ccccc2)(c2ccccc2)c2ccc3c4ccc([P+](c5ccccc5)(c5ccccc5)c5ccccc5)c5cccc(c6cccc2c63)c54)cc1 | -13* | 19 | 16 | 15 | 4.8* | 15 | -58* | 3.1*
Cc1cc(C(=O)Nc2ncc(Cc3ccccc3)s2)c(C)o1 | 75 | 80 | 78 | 82 | 95 | 25 | 81 | 48

2 entries from above in a different format:
CCOC(=O)c1c[nH]c2ccccc2c1=O
- MALME-3M: 123
- SK-MEL-2: 99
- HS 578T: 118
- UACC-257: 98
- SK-MEL-28: 107
- UACC-62: 95
- SK-MEL-5: 103
- LOX IMVI: 107
O=C(CSc1nnc(-c2cccnc2SCc2ccccc2)o1)Nc1nc(Cl)cc(Cl)n1
- MALME-3M: 94
- SK-MEL-2: 102
- HS 578T: 97
- UACC-257: 113
- SK-MEL-28: 113
- UACC-62: 101
- SK-MEL-5: 101
- LOX IMVI: 95

Rewritten with values under each structure: 2 of the compounds above.
Every second line gives: MALME-3M | SK-MEL-2 | HS 578T | UACC-257 | SK-MEL-28 | UACC-62 | SK-MEL-5 | LOX IMVI
CCCc1n(Cc2ccc3ccccc3n2)cc[n+]1Cc1ccc2ccccc2c1
  -27* | x | 24 | -9.4* | 9.9* | -47* | -92* | -64*
COc1ccc(C(=O)CSc2nccc(Nc3ccc(S(=O)(=O)Nc4nccc(C)n4)cc3)n2)cc1
  113 | 106 | 105 | 97 | 115 | 104 | 99 | 99

Additional compounds:
SMILES | MALME-3M | SK-MEL-2 | HS 578T | UACC-257 | SK-MEL-28 | UACC-62 | SK-MEL-5 | LOX IMVI
COc1ccc2c(c1)/C(=C/c1cc(OC)c(OC)c(OC)c1)C(=O)N2C | x | 24 | -12* | -6.1* | 29 | 19 | -13* | 11
CCOC(=O)C1=C(C)N=C2Sc3cccc(OC)c3N2[C@H]1c1ccccn1 | 91 | 99 | 92 | x | 119 | 87 | 101 | 97
O=C(NCc1ccc(Cl)cc1Cl)C1CCC(=O)N1C(=O)Nc1ccc(Cl)c(Cl)c1 (configuration not stated) | 102 | 91 | 94 | 72 | 102 | 79 | 102 | 81
O=C(CN1CCN(c2cc3c(cc2F)c(=O)c(C(=O)O)cn3C2CC2)CC1)Nc1ccc(C(=O)/C=C/c2ccc3c(c2)OCO3)cc1 | 121 | 115 | 106 | 96 | 107 | 101 | 93 | 90
Nc1nc(N)c(N=Nc2ccc(C(=O)O)c(O)c2)c(=O)[nH]1 | 95 | 110 | 102 | 96 | 109 | 99 | 104 | 93
O=S(=O)(NCCCNc1nccc(-c2c(-c3cccc(F)c3)nc3sccn23)n1)c1ccc(O)cc1 | 107 | 81 | 86 | 104 | 96 | 60 | 57 | 61
O=C(/C=C/Nc1cc(-c2ccccc2)nn1-c1ccccc1)c1ccc(Cl)cc1 | 96 | 93 | 98 | 91 | 90 | 62 | 92 | 99
Cc1ccc([N+]2=NOC(=O)C2S(=O)(=O)Nc2nc(-c3c(Cl)cccc3Cl)cs2)cc1 (configuration not stated) | 94 | 92 | 92 | 117 | 105 | 92 | 93 | 87
CCOc1nc(-c2ccco2)n2nc(-c3cccs3)cc2n1 | 127 | 117 | 96 | 112 | 121 | 84 | 88 | 95
N#Cc1c(-c2ccc(F)cc2)nc(N2NC(=O)CC2=O)nc1N1CCOCC1 | 87 | 97 | 98 | 80 | 103 | 93 | 101 | 93
